# p97 inhibitor – inhibitors of human p97 ATPase, primary screen, biochemical; inhibition, % at 8 µM; Transitional endoplasmic reticulum ATPase (Homo sapiens), P55072; 220,000 compounds, 0.42% hits; recombinant p97 ATPase, Kinase-Glo ATP luminescence, 3 h; AID 1481, 2009; in the data active means inhibition above about 15%;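 further: 0% = DMSO vehicle and 100% = wells lacking enzyme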
# FXIa inh – human FXIa protease inhibitors, primary screen, biochemical, 1536-well | purified FXIa, Boc-Glu-Ala-Arg-AMC fluorogenic substrate | inhibition, % at 5 µM | 220,000 compounds, 0.14% hits;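 active means inhibition of at least 40%; inactive means inhibition below 40%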;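 further: fluorescence of freed AMC excited at 355 nm; 0% = enzyme without compound and 100% = no enzyme blank; many of its hits are not listed in these tables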
# Mdm2 ligase inh – MDM2-luciferase reporter signal enhancers, primary screen, MDM2 E3 ligase inhibitor project, cell-based, luminescence, 1536-well. AID 1230, 2008. cell-based MDM2 ubiquitination luciferase reporter, 2 h; 0 = plate control, 100 = twice control, blank-subtracted. signal enhancement, % at 5 µM. E3 ubiquitin-protein ligase Mdm2 (Homo sapiens), Q00987. 210,000 compounds, 0.11% hits;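 active means signal enhancement of 30% or more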;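 further: luminescence tracks abundance of the self-degrading MDM2-luciferase fusion protein; higher signal means inhibition of MDM2 E3 ligase activity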
# Target sequence (Q00987 whole entry, looked up, the tested form may be a part): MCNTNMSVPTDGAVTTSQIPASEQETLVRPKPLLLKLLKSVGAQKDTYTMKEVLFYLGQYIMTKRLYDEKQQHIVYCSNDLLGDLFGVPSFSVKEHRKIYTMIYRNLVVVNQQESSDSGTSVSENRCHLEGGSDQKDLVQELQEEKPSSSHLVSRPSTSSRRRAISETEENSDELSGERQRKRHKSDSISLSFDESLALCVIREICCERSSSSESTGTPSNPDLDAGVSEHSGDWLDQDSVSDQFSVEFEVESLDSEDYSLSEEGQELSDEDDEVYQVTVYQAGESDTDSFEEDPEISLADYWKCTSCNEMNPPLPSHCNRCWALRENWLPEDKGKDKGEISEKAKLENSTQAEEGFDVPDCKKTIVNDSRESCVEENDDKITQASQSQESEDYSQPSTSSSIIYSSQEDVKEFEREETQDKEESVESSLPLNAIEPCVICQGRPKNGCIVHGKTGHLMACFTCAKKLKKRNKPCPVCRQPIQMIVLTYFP
#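 Material: Stable MDM2–luciferase fusion reporter cells | Amount: 2000 cells seeded into each well | Dosing: One concentration, 5 µM, with 0.2% DMSO | Incubation: 4 h cell settling then 2 h compound exposure, 37 °C | Measured by: Luciferase luminescence | Read-out basis: % enhancement relative to plate controls after blank subtraction | Benchmarks: Control and blank well means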
# FXIIa inh 1536 – human FXIIa protease inhibitors, primary screen, biochemical, 1536-well. Coagulation factor XII (Homo sapiens), P00748. purified FXIIa, Boc-QGR-AMC fluorogenic substrate, 2 h. inhibition, % at 5 µM. 220,000 compounds, 0.3% hits. AID 800, 2007; in the data active means inhibition above about 40%;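 further: 0% = enzyme with no compound and 100% = blank without enzyme; many of its hits are not listed in these tables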
# Rad51 HR inh – human RAD51 strand exchange inhibitors, primary screen, biochemical, fluorescence; DNA repair protein RAD51 homolog 1 (Homo sapiens), Q06609; hRad51 DNA strand exchange, fluorescence dequenching; inhibition, % at 10 µM; 200,000 compounds, 0.085% hits; AID 1385, 2008;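 active means inhibition above 40% at the single screening dose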;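 further: 0% = DMSO control wells and 100% = blanks with heterologous ssDNA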
# Target sequence (Q06609 whole entry, looked up): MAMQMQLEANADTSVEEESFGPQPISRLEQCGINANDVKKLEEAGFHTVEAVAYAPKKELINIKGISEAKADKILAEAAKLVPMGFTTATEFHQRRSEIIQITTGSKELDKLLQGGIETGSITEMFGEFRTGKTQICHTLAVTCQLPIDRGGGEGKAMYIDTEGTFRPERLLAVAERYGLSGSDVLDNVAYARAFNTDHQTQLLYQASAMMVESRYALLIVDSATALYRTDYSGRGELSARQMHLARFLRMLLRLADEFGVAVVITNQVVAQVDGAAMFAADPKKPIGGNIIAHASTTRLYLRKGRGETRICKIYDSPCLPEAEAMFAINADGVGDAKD
#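 Test system: preformed human Rad51 ssDNA filaments; also added: Donor/quencher-labelled 47-bp dsDNA substrate; doses: 10 µM final, single point; times: 37 °C 15-min filament assembly, 30-min compound preincubation, 15-min exchange; detection: FRET fluorescence dequenching, excitation 485 nm, emission 520 nm; read-out basis: Fluorescence-based percent inhibition, control- and blank-normalised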
# Wee1 degr inh – Wee1 degradation inhibitors, primary screen, cell-based, HeLa, Wee1K328M-luciferase, luminescence | HeLa Luc-Wee1K328M stability; 100% = proteasome inhibitor MG132 effect | reporter increase, % at 5 µM | 220,000 compounds, 1.2% hits | Wee1-like protein kinase (Homo sapiens), P30291 | AID 1321, 2008;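 active means activation above the mean of all tested compounds plus 3 SD, set per screening run, cut at about 8.8% in these data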;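 further: cells exposed to compound for 20 h before luminescence read; 0% = DMSO alone and 100% = MG132 at 30 µM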
# eIF4E-4G inh – eIF4E–eIF4G protein interaction inhibitors, primary screen, biochemical, uHTS, TR-FRET, eIF4GI fragment; inhibition, % at 21.7 µM; Eukaryotic translation initiation factor 4E (Mus musculus) + Eukaryotic translation …; 220,000 compounds, 0.37% hits; AID 782, 2007; TR-FRET eIF4E-eIF4GI(517-606) binding, 2 h;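 active means inhibition above about 30%, limit read from the data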;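 further: 0% = full FRET control wells and 100% = background wells lacking eIF4GI fragment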
# 14-3-3 Bad inh – inhibitors of 14-3-3 zeta/Bad binding, primary screen, biochemical, TR-FRET, bovine 14-3-3 zeta; inhibition, % at 21.7 µM; 220,000 compounds, 0.71% hits; AID 781, 2007; TR-FRET 14-3-3zeta/Dy647-pBad peptide displacement, 1 h; 14-3-3 protein zeta/delta (Bos taurus), P63103;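 active means inhibition above about 70%, limit read from the data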;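 further: 0% = full 14-3-3 plus peptide FRET controls and 100% = background without 14-3-3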
# hK5 inh – human KLK5 protease inhibitors, primary screen, biochemical, 1536-well; Kallikrein-5 (Homo sapiens), Q9Y337; 210,000 compounds, 0.59% hits; recombinant hK5, fluorogenic AMC substrate cleavage; AID 873, 2007; inhibition, % at 5 µM;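 active means inhibition of 40% or more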;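 further: 0% = enzyme controls without compound and 100% = no-enzyme blanks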
# Target sequence (Q9Y337 67-293 limits assumed): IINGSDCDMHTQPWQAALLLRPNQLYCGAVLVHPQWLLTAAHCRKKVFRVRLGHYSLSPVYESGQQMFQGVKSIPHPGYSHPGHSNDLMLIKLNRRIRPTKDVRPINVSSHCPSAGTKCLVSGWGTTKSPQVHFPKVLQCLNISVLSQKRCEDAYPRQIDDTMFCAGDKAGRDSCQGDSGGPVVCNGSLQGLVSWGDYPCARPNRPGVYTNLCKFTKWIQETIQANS
# The depositor's hits bear a star; . = not tested or not shown; [ ] = dose if it differs, or a comment.
Structure | p97 inhibitor | FXIa inh | Mdm2 ligase inh | FXIIa inh 1536 | Rad51 HR inh | Wee1 degr inh | eIF4E-4G inh | 14-3-3 Bad inh | hK5 inh
COc1cccc(NC(=S)Nc2cc(C(=O)O)ccc2N2CC3CC(C2)c2cccc(=O)n2C3)c1 (stereo not drawn) | 2 | -2 | -16 | 11 | -12 | 2 | -3 | -14 | 1
COC(=O)CNC(=O)CSc1nc(N)cc(=O)[nH]1 | 1 | -8 | -15 | 3 | 2 | 1 | -3 | 8[fluorescence artefact?] | 7
O=C(N/N=C/c1ccco1)C(O)c1ccccc1 (stereo not drawn) | 1 | 3 | -11 | 11 | . | -1 | -7 | 1 | 3
COC(=O)C1C(=O)c2c(C)noc2CC1(C)C (stereo not drawn) | 4 | -4 | -18 | 5 | -17 | 2 | -2 | -8 | -1
Cc1ccsc1/C=c1\sc2ncnn2c1=O | 4 | 20 | -14 | 10 | -13 | -2 | 2[fluorescence artefact?] | 10 | 0
CC(=O)NCCC(=O)N1CCCC(CNC(=O)c2ccc(-c3ccccc3)cc2)C1 (stereo not drawn) | 1 | -2 | -8 | 8 | -6 | 5 | -1 | -2 | 0
O=C(CSCc1c(Cl)cccc1Cl)Nc1ccccc1C(=O)N1CCOCC1 | 1 | 5 | -11 | 15 | -1 | -2 | -9[fluorescence artefact?] | 50 | -6
COc1ccccc1NC(=O)N1CCn2c(nc3ccccc32)C1 | 7 | -1 | -21 | 3 | -14 | 3 | -3 | -9 | -1
Cc1ccc(NC(=S)NCc2ccc3c(c2)OCO3)cc1 | -3 | 4 | -10 | 12 | 2 | -1 | -3 | 1[fluorescence artefact?] | -1
CCOc1ccc2nc3sc(C(=O)N4CCOCC4)c(N)c3cc2c1 | 0 | 0 | -62 | 10 | -2 | 5 | -2 | -14 | 8
C=CCc1ccc(OCCOCCOc2cccc3cccnc23)c(OC)c1 | -3 | 3 | -7 | 6 | 8 | 3 | 1[fluorescence artefact?] | -25[fluorescence artefact?] | -25
OCC(CO)(CO)N=Cc1cc(Br)ccc1O | 2 | -6 | -6 | 10 | 7 | -1 | 5 | -14 | -9
COc1ccc(-n2nc3cc(C)c(NC(=S)NC(=O)c4ccccc4C)cc3n2)cc1 | 2 | -13 | -11 | 4 | 2 | 1 | -18 | -1 | -17
CCn1c(SCC(=O)n2nc(C)cc2C)nnc1-c1ccc2c(c1)OCO2 | -5 | 2 | -4 | 7 | -5 | 0 | 1[fluorescence artefact?] | 18 | -2
CCN(CC)C(=O)CCCc1c[nH]c2ccccc12 | -6 | 8 | -13 | 13 | . | 1 | 0 | -3 | 27
Cn1c(=O)c2c(nc(OCc3ccc4c(c3)OCO4)n2Cc2ccccc2Cl)n(C)c1=O | 3 | -3 | 6 | 6 | . | 9.2* | -14 | 4 | -13
Cc1ccc(N2CC(C(=O)NCc3cccs3)CC2=O)cc1 (stereo not drawn) | 6 | 5 | -5 | 21 | 2 | -2 | -12[fluorescence artefact?] | -8 | -22
CC(C)n1cc(CN2CCCC(CO)(Cc3cccc(Cl)c3)C2)cn1 (stereo not drawn) | 7 | -3 | -7 | 2 | 21 | 10* | 0 | 1 | .
Oc1oc(-c2ccccc2)nc1/C=N/c1ccccn1 | 2 | 5 | -14 | 8 | . | 3 | -5 | -11 | 0
Cc1ccc(S(=O)(=O)N2CCN(c3ccc(S(=O)(=O)N4CCOCC4)cn3)CC2)cc1 | 2 | 15 | 12 | 19 | 2 | 1 | -21 | 33[fluorescence artefact?] | -16
COc1ncccc1C(=O)N1CCCC(C(=O)c2cccc(OC(C)C)c2)C1 (stereo not drawn) | -3 | 12 | -11 | 13 | -8 | 2 | 3 | -6 | -2
COC(=O)C(C)Sc1nc(N)c(NC(=O)c2ccco2)c(=O)[nH]1 (stereo not drawn) | -6 | 5 | -10 | 8 | 1 | -2 | 3 | -2 | 8
O=C1c2ccccc2C(=O)N1CCC(O)C[N+](=O)[O-] (stereo not drawn) | 2 | 2 | -9 | 14 | -1 | -1 | 4 | -4 | 1
CCOC(=O)C1(Cc2ccccc2)CCN(Cc2cc(=O)c3ccccc3[nH]2)CC1 | 6 | -4 | -12 | 1 | -28 | -3 | -1 | -9 | -5
Clc1ccc(-c2csc(N3CCc4ccccc4C3)n2)cc1 | 2 | -10 | -11 | 4 | -3 | -2 | 0 | 5 | -3
COc1cc(C(=O)NCCOc2cc(C)cc(C)c2)c(Br)c(OC)c1OC | -1 | -12 | 7 | -4 | . | 5 | 2 | -1 | -31
Cc1cc(N2C(=O)C=CC2=O)c([N+](=O)[O-])cc1C | 3 | -2 | -8 | 5 | 5 | 0 | 12 | -4 | -21
Cc1ccc(C(F)(F)F)cc1NC(N)=S | 9 | -13 | -24 | 3 | -7 | -3 | -2 | -14 | -3
O=C(CCN1CCN(c2ccc(F)cc2)CC1)Nc1ccc(F)cc1 | 1 | -6 | -10 | 0 | 0 | -2 | -1 | -7 | -29
COCCN1C(=O)c2ccc(C(=O)O)cc2C1=O | 4 | -4 | 8 | -5 | -6 | 0 | -5 | -10 | -5
Cc1nc(NC(=O)/C=C/c2ccc(F)cc2)sc1C(=O)N(C)C | -2 | 5 | 0 | -1 | -1 | -4 | 8 | -8 | -11
FC(F)(F)c1cccc(-c2nnc3ccc(C(F)(F)F)cn23)c1 | 8 | 1 | 2 | 6 | 3 | -3 | -2 | -3 | 1
CC(=O)c1cccc(N2C(=O)C3C(C(=O)Nc4cc(C)on4)C4(C)C=CC3(O4)C2C(=O)NC(C)(C)C)c1 (stereo not drawn) | 0 | 1 | 9 | 10 | -31 | 1 | 3 | -10 | 3
CCNC(=O)OCC(CC)NC(=O)OCC(C)C (stereo not drawn) | -2 | 19 | -17 | 29 | 1 | -1 | 3 | 32 | 0
O=[N+]([O-])c1ccc2nccn2c1 | 1 | -8 | -2 | 5 | 3 | 4 | 0 | -2 | -7
CCOC(=O)c1nn(-c2ccc(F)cc2)c2nc(-c3ccccc3)c(C#N)c(=O)n12 | -1 | 2 | -5 | 6 | . | 1 | 9 | -2 | -20

# An excerpt from above in order of their number in eIF4E-4G inh, rising.
Structure,eIF4E-4G inh
CC(=O)NCCC(=O)N1CCCC(CNC(=O)c2ccc(-c3ccccc3)cc2)C1 (stereo not drawn),-1
CC(C)n1cc(CN2CCCC(CO)(Cc3cccc(Cl)c3)C2)cn1 (stereo not drawn),0
COC(=O)C(C)Sc1nc(N)c(NC(=O)c2ccco2)c(=O)[nH]1 (stereo not drawn),3

# Next part:
Structure | p97 inhibitor | FXIa inh | Mdm2 ligase inh | FXIIa inh 1536 | Rad51 HR inh | Wee1 degr inh | eIF4E-4G inh | 14-3-3 Bad inh | hK5 inh
CCOC(=O)/C(C(N)=NCC(C)C)=C(/O)c1ccccc1 | -3 | -3 | 2 | 16 | 0 | 4 | -7 | 2 | -8
O=C(Nc1cc(C(F)(F)F)ccc1N1CCCC1)c1ccc2c(c1)OCO2 | 0 | 5 | -4 | 15 | 2 | -2 | 2 | -10 | -3
CCCCOC(=O)c1cc(=O)[nH]c2ccccc12 | -7 | -10 | -4 | -15 | -3 | -1 | -4 | 2 | -16
COC(=O)c1ccccc1NC(=O)c1cccc(NC(=O)CSCc2ccccc2)c1C | -4 | -2 | 6 | 2 | 0 | -1 | -3 | 2 | -7
CCCc1nnc2c(N(C)S(=O)(=O)c3ccc(C)cc3)nc3ccccc3n12 | -2 | 0 | 3 | 1 | -14 | 2 | 10 | -4[fluorescence artefact?] | -14
CSCCC(NC(=O)c1cccc(C)c1)C(=O)OCC(=O)NC(=O)c1cccn1C (stereo not drawn) | -1 | 3 | -18 | 10 | -9 | -1 | -3 | -7[fluorescence artefact?] | 6
Cc1c(C(=O)NCc2ccc3c(c2)OCO3)oc2ccc(Br)cc12 | -1 | 1 | -45 | 8 | 2 | -1 | -7[fluorescence artefact?] | 12[fluorescence artefact?] | -9
Nc1cccc(C(=O)Nc2ccc3nc(-c4cccnc4)[nH]c3c2)c1 | 4 | 1 | -11 | 12 | . | -3 | 7[fluorescence artefact?] | -4 | -7
CCCc1nnc(NC(=O)NCCN2C(=O)C3C4C=CC(C4)C3C2=O)s1 (stereo not drawn) | 1 | 2 | -13 | 10 | 5 | -3 | -1 | 4 | 3
COc1cccc(NC=C2C(=O)OC3(CCCCC3)OC2=O)c1 | 6 | -4 | -16 | 8 | -4 | -1 | -1[fluorescence artefact?] | 9[fluorescence artefact?] | -17
Cc1nn(C)cc1CN(C)C(=O)c1nn2c(c1Br)NC(c1cccs1)CC2C(F)(F)F (stereo not drawn) | 3 | -3 | -12 | 6 | -21 | 0 | -2 | -4 | -4
NC(=O)SCC(=O)Nc1cccc(Cl)c1 | -1 | 5 | -9 | 17 | 1 | 2 | 4[fluorescence artefact?] | -2[fluorescence artefact?] | -27

# Entries above with fluorine:
Structure | p97 inhibitor | FXIa inh | Mdm2 ligase inh | FXIIa inh 1536 | Rad51 HR inh | Wee1 degr inh | eIF4E-4G inh | 14-3-3 Bad inh | hK5 inh
Cc1ccc(C(F)(F)F)cc1NC(N)=S | 9 | -13 | -24 | 3 | -7 | -3 | -2 | -14 | -3
O=C(CCN1CCN(c2ccc(F)cc2)CC1)Nc1ccc(F)cc1 | 1 | -6 | -10 | 0 | 0 | -2 | -1 | -7 | -29
Cc1nc(NC(=O)/C=C/c2ccc(F)cc2)sc1C(=O)N(C)C | -2 | 5 | 0 | -1 | -1 | -4 | 8 | -8 | -11
FC(F)(F)c1cccc(-c2nnc3ccc(C(F)(F)F)cn23)c1 | 8 | 1 | 2 | 6 | 3 | -3 | -2 | -3 | 1
CCOC(=O)c1nn(-c2ccc(F)cc2)c2nc(-c3ccccc3)c(C#N)c(=O)n12 | -1 | 2 | -5 | 6 | . | 1 | 9 | -2 | -20
O=C(Nc1cc(C(F)(F)F)ccc1N1CCCC1)c1ccc2c(c1)OCO2 | 0 | 5 | -4 | 15 | 2 | -2 | 2 | -10 | -3
Cc1nn(C)cc1CN(C)C(=O)c1nn2c(c1Br)NC(c1cccs1)CC2C(F)(F)F (stereo not drawn) | 3 | -3 | -12 | 6 | -21 | 0 | -2 | -4 | -4

# Assay outcomes (PubChem BioAssay)

# Random draw from the library; overall some 3.5% were active at least once.
